Source: PubChem
S1P4 antag – antagonists of human S1P4 receptor; O95977; S1P4-expressing cells, antagonist mode, reporter read-out; inhibition, % at 4.98 µM; actives 0.26% (n = 220,000); in the data active means inhibition above about 29%;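 further: 0% = wells stimulated with agonist and 100% = vehicle wells without agonist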
EP2 mod – modulators of human EP2 prostaglandin E2 receptor. actives 0.83% (n = 260,000). P43116. AID 940. EP2-expressing cells, cAMP HTRF FRET, PGE2 co-stimulation. induction, % at 25 µM;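 active means compounds whose cAMP rise, as percent of the full-agonist control response, exceeds 60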;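 further: rat C6 glioma line stably carrying human EP2 under a CMV promoter; the protocol text gives 20 µM as final concentration; 100% = response of wells given 1 µM PGE2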
S1P4 ag – agonists of human S1P4 receptor; S1P4-expressing cell line, agonist reporter assay; activation, % at 4.98 µM; actives 0.35% (n = 220,000); in the data active means activation above about 11%;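 further: 0% = DMSO vehicle and 100% = reference agonist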
NPY-Y2 PAM-ag – potentiates or activates human NPY-Y2 receptor; P49146; cells expressing NPY-Y2, potentiator/agonist read-out; activation, % at 3.6 µM; actives 0.45% (n = 220,000); in the data active means activation above about 27%;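 further: cells stimulated with NPY near EC25 plus isoproterenol at EC100; 0% = vehicle plus submaximal agonist and 100% = vehicle plus saturating agonist; some results beyond the cut were filed as inactive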
Target sequence (P49146 whole entry, looked up): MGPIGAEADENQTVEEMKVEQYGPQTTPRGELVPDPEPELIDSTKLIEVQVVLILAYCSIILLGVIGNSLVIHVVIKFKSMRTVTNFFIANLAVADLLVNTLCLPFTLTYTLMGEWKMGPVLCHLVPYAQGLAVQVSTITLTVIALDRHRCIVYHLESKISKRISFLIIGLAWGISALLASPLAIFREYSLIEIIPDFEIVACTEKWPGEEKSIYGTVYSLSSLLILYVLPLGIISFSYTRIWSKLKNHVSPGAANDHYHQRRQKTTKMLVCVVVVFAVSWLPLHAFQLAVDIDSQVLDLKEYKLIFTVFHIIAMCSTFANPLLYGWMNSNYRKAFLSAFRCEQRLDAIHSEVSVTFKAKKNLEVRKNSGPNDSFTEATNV
NPY1 pot ag – human NPY-Y1 potentiation or agonism, primary screen. P25929. actives 0.37% (n = 220,000). NPY-Y1 expressing cells, potentiator/agonist activation. activation, % at 3.6 µM; in the data active means activation above about 33%, passing the limit was not always enough;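 further: cells stimulated with NPY at EC10 then isoproterenol at EC100; 0% = low agonist plus stimulus and 100% = saturating agonist plus stimulus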
Target sequence (P25929 whole entry, looked up): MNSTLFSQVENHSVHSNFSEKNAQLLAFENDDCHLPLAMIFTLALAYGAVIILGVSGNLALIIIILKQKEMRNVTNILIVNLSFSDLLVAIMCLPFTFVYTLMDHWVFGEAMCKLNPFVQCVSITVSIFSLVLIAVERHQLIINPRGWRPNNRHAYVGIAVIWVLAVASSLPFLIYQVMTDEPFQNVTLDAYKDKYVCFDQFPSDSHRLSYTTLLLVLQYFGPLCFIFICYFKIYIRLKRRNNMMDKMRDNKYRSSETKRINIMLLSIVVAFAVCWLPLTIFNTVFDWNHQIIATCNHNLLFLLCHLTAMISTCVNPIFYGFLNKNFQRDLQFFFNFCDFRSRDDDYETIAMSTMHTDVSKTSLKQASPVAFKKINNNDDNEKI
CHOP inh – inhibitors of CHOP induction in ER stress response; AID 2732; CHO-K1 CHOP-promoter luciferase, tunicamycin-induced, 15-18 h; inhibition, % at 10 µM; actives 3.8% (n = 220,000);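 active means compounds that reduced the stress-induced luciferase reporter signal by more than about 70% of percent inhibition, limit read from the data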;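 further: 0% = tunicamycin plus vehicle and 100% = wells without tunicamycin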
TRPN1 ag – agonists of zebrafish TRPN1 channel. activation, % at 3 µM. actives 0.18% (n = 220,000). HEK293 zebrafish TRPN1-YFP, Fluo-8 calcium fluorescence; 100% = response to 87 µM carbachol;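 active means activation above its plate's cutoff, the mean activation of test wells on that plate plus 3 SD, cut at about 19% in these data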;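 further: 0% = DMSO alone and 100% = 87 µM carbachol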
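Material – zebrafish TRPN1-YFP in HEK293 cells · Doses – 3 µM single point · Schedule – dye 1 h 37 °C plus 30 min RT · Signal – Fluo-8 calcium fluorescence, excitation 470-495 nm, emission 515-575 nm · Read-out – % activation versus carbachol response · Control set – carbachol high, DMSO low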
TRPML3 agonist – human mucolipin-3 channel agonism; Q8TDD5; HEK293 TRPML3-YFP, Fluo-8 calcium fluorescence; 100% = the carbachol control signal; activation, % at 3 µM; actives 0.29% (n = 220,000); AID 1448;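 active means activation above its plate's cutoff, the mean activation of the plate's test wells plus 3 SD, cut at about 12% in these data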;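 further: 0% = DMSO only wells and 100% = carbachol wells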
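Test system – HEK293 line with stable expression of human TRPML3-YFP channel · Control set – carbachol 87 µM final as high control (100%), DMSO as low control (0%) · Signal – Fluo-8 calcium dye fluorescence, ex 470-495, em 515-575 nm · Incubation – 1-h 37 °C dye load, 5-s basal, 120-s post-compound reads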
NPY-Y1 antag – antagonists of human neuropeptide Y receptor Y1; inhibition, % at 3.6 µM; AID 1040; actives 1% (n = 200,000); HEK293-CNG Y1 cells, membrane potential fluorescence; NPY at EC95, then isoproterenol;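 active means inhibition above the campaign mean inhibition of all tested compounds plus 3 SD, cut at about 20% in these data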;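 further: 0% = DMSO wells given NPY plus isoproterenol and 100% = isoproterenol alone without NPY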
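Material: Y1- and CNG-channel-expressing HEK293 cells / Probe or stimulus: NPY 25 nM then isoproterenol 1 µM plus Ro 20-1724 25 µM / Doses: 3.6 µM single dose, DMSO 0.4% / Schedule: compound incubation 1 h at room temperature, readout 45 min post-stimulation / Signal: membrane potential fluorescence / Benchmarks: isoproterenol-only wells as full block versus NPY-plus-isoproterenol wells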
Numbers without * were called inactive; . = not tested or not shown; & = joins results of further samples.

The line under a structure holds: CHOP inh	TRPN1 ag	TRPML3 agonist	S1P4 ag	NPY1 pot ag	NPY-Y2 PAM-ag	S1P4 antag	EP2 mod	NPY-Y1 antag
> Cc1cccc(OCCCn2c(=O)sc3ccccc32)c1
→ 24.2	-1.2	-0.4	-1.3	-14.1	-5.3	-4.1	56.7	14.5
> O=C(CSC1=NCCS1)Nc1nc(-c2ccccc2)cs1
→ -18.3	0.9	-0.4	1.3	-21.0	9.2	5.2	-45.9	1.1
> CCN(CC)C1=C(Cl)C(=O)C(Cl)C12OCCO2 (configuration not stated)
→ 2.9	2.7	0.6	-0.4	11.7	11.5	-10.8	20.0	.
> Cc1cccc(NC(=S)N/N=C/C(C)c2ccccc2)c1C (configuration not stated)
→ -9.6	-2.1	-0.1	-1.2	-7.1	-4.9	10.9	28.2	1.0
> O=C1N/C(=N/N=C/c2ccc(F)cc2)SC1c1ccccc1 (configuration not stated)
→ -7.6	1.2	0.6	1.3	16.0	-10.0	-5.4	20.2	.
> CCCCc1ccc(-c2nc(N)n[nH]2)cc1
→ -36.7	-0.7	1.8	2.2	5.6	8.3	-6.5	-47.2	3.3
> c1ccc(-c2nnc3n2NC(c2ccc4c(c2)OCO4)S3)cc1 (configuration not stated)
→ 5.6	-1.7	-1.3	-0.4	-11.4	-5.4	-1.6	10.3	12.8
> CC1(C)CC(=O)c2sc(NC(=O)C(C)(C)C)nc2C1
→ -2.6	-0.9	0.6	2.0	2.6	-4.0	-17.3	-13.9	0.1
> CC(NC(=S)Nc1ccccc1Cl)C(c1ccccc1)N1CCOCC1 (configuration not stated)
→ -5.5	-2.6	-0.6	-0.6	0.0	-0.9	7.0	11.0	0.2
> CCOC(=O)c1c(NC2=NS(=O)(=O)c3ccccc32)sc2c1CCCCC2
→ -46.0	0.3	0.0	-0.1	-7.7	-4.8	-7.2	14.3	-0.3
> Cc1nc(-c2cc(C#N)c(=O)[nH]c2C)cs1
→ -13.6	0.3	0.1	-0.1	-4.9	-13.6	-6.2	11.1	.
> COc1ccc(C(C(=O)NCc2ccccc2)N(Cc2cccs2)C(=O)c2cnccn2)cc1 (configuration not stated)
→ 4.8	0.5	0.5	0.8	8.9	-7.8	-7.2	-2.1	6.3
> Cc1cc(C(=O)CSc2nnc(-c3cccnc3)n2-c2ccccc2F)c(C)n1C
→ 23.3	0.8	0.0	27.1*	16.2	-5.5	-54.1	-7.9	-5.3
> COc1ccccc1OCCC(=O)OCC(=O)NC(=O)NC(C)(C)C
→ 44.9	2.1	1.4	-1.5	9.7	3.4	0.2	10.6	4.0
> CCc1nnc(NC(=O)C2CCN(c3nc(C)cc(C)n3)CC2)s1
→ 29.2	1.3	-0.9	1.4	4.9	-1.0	-26.4	59.6	5.1
> COc1nc(OC)nc(N2CCC(C(=O)NC3CCCCCC3)CC2)n1
→ 6.9	0.5	-0.4	0.7	-0.7	7.2	-12.8	-11.2&3.2	0.0
> O=C(COC(=O)c1ccncc1)Nc1cccc(Cl)c1
→ 17.1	1.8	0.7	0.6	6.2	-2.4	-11.4	2.4	4.2
> N#CCCC(CCC#N)C1=NCCc2ccccc21
→ 23.3	1.2	1.2	0.1	16.7	1.8	-11.4	-2.7	.
> Cc1ccc(Cn2c(N)c(S(=O)(=O)c3cccs3)c3nc4ccccc4nc32)cc1
→ -0.9	0.3	0.5	1.1	20.7	7.8	-40.6	2.0	-3.5
> CCOc1ccc(C(=O)SC2=NCCS2)cc1
→ 15.3	-0.3	0.2	-3.7	14.7	2.7	-1.2	29.3	-3.0

Individual results from the entries so far.
TRPML3 agonist, `Cc1nc(-c2cc(C#N)c(=O)[nH]c2C)cs1` → 0.1
NPY-Y2 PAM-ag, `COc1ccc(C(C(=O)NCc2ccccc2)N(Cc2cccs2)C(=O)c2cnccn2)cc1` (configuration not stated) → -7.8

Additional records:
The line under a structure holds: CHOP inh	TRPN1 ag	TRPML3 agonist	S1P4 ag	NPY1 pot ag	NPY-Y2 PAM-ag	S1P4 antag	EP2 mod	NPY-Y1 antag
> CCC(Sc1ncccc1C(=O)Oc1cccc([N+](=O)[O-])c1)C(=O)Nc1ccccc1OC (configuration not stated)
→ 30.0	0.5	0.9	0.3	-8.6	-5.1	-14.8	21.7	0.9
> CCOC(=O)COc1cccc2c(=O)n(CC(=O)N3CCN(C(=O)OCC)CC3)ccc12
→ 23.7	0.8	-0.6	-1.4	4.5	-2.9	0.9	14.3	0.8
> CC1Cc2cc(/C(O)=C3/C(=O)C(=O)N(CCCn4ccnc4)C3c3ccco3)ccc2O1 (configuration not stated)
→ -13.7	0.1	0.3	-0.9	0.5	3.8	-7.8	26.0	-1.9
> CSc1ccc(/C=N/NC(=O)c2cc(O)cc(O)c2)cc1
→ -12.5	-1.1	1.0	3.5	26.0	16.0	-3.6	-21.9	-1.6
> C/C(CC(=O)Nc1ccc2c(c1)OCCO2)=N\NC(=O)c1ccccn1
→ -11.8	0.2	0.2	1.1	8.6	2.1	-24.5	-9.0	-0.3
> CC(NC(=S)Nc1ccc(S(=O)(=O)N2CCOCC2)cc1)C1CC2CCC1C2 (configuration not stated)
→ 57.9	0.6	2.5	1.6	37.2	19.0	-37.2	-59.5	-10.0
> C=CCNC(=O)COc1ccc(Br)cc1Cl
→ -19.4	0.3	0.6	0.4	-9.2	4.7	-3.8	20.7	1.7
> CC(C)CCNC(=O)C(c1cccnc1)N(CCc1ccccc1)C(=O)Cn1nnc2ccccc21 (configuration not stated)
→ 31.1	-0.8	0.8	0.3	-20.7	17.8	-5.0	4.8	6.7
> COc1ccc(/C=N/NC(=O)CN2CCS(=O)(=O)CC2)cc1
→ -3.2	1.6	0.3	-0.6	-9.1	-2.4	-8.1	22.7	0.3
> COc1ccc(C)cc1N(C(=O)c1ccc(F)cc1)c1nc2ccccc2s1
→ 9.7	-0.6	0.1	-0.4	-19.4	-4.5	-3.3	34.0	22.3*
> CCCS(=O)(=O)N1CCN(Cc2ccccc2[N+](=O)[O-])CC1
→ 11.8	-0.8	1.1	0.0	-11.7	-8.9	-35.7	-26.8	0.0
> Cc1cc(C)nc(N/N=C/c2sccc2C)n1
→ -23.8	0.0	0.7	2.4	-14.3	-8.1	-33.5	-0.9	-2.8
> CC(C)(C)NC(=O)Cn1c(SCC(N)=O)nc2ccccc21
→ 8.5	-0.1	-0.1	0.4	-9.6	2.7	-0.9	2.7	-4.2
> O=C(CCn1c(=S)oc2ccccc21)Nc1ccc2c(c1)OCCO2
→ 26.3	1.5	0.6	-1.3	8.5	10.8	-7.0	-4.7	3.2
> CN(C)C(=S)Nc1nc2ccccc2s1
→ -294.7	9.0	2.1	-1.4	1.8	30.1	-7.2	-36.8	-8.6
> O=C(NCCN1CCCC1=O)Nc1ccccc1
→ -5.0	-0.8	0.4	0.6	30.1	7.4	-4.9	10.8	-2.1
> CCOC(=O)c1c(NC(=O)c2ccccc2N(C)S(=O)(=O)c2ccccc2)sc2c1CCCC2
→ 5.9	0.7	1.3	0.2	-30.8	-6.1	0.2	28.9	9.1
> Cc1ccc(N2C(=O)C3C(c4ccccc4)(C2=O)C3(c2ccccc2)c2ccccc2)cc1 (configuration not stated)
→ -19.7	2.0	3.2	-0.9	-11.4	11.0	-1.1	20.6	-1.2
> N#C/C(=C\c1c(Cl)cccc1Cl)c1nn(-c2ccccc2)c(-n2cccc2)c1C#N
→ -11.6	2.3	0.1	-0.1	-5.5	-1.6	11.9	-6.5	.
> Nc1nnc(SCC(=O)OCC(=O)Nc2ccccc2F)s1
→ -3.8	1.3	0.3	1.6	21.9	11.5	-6.8	19.4	-3.7
> c1ccc(-c2nnc(CSc3nncs3)o2)cc1
→ 23.4	1.6	1.0	-2.3	-4.7	-37.3	-6.7	-16.0	-3.2
> Nc1cc(C(=O)O)c(Oc2ccc(Cl)cc2Cl)cc1C(=O)O
→ -8.0	-1.0	0.7	5.0	-32.9	6.2	-5.2	45.8	7.4
> CCCCCC1(C)NC(=S)N(c2ccccc2)N1 (configuration not stated)
→ -8.6	2.2	0.9	2.8	19.4	-2.4	-1.0	11.3	3.1
> CCC(C)[C@H](NC(=O)NC1CCN(Cc2ccccc2)CC1)C(=O)OC (some centres not stated)
→ -21.5	2.4	0.8	-0.1	-14.4	-17.6	-2.4	9.6	1.6
> Cc1cc(C)nc(SCC(=O)Nc2ccc(S(=O)(=O)Nc3ncccn3)cc2)n1
→ -9.8	-0.6	0.2	0.6	1.6	-0.2	-10.8	8.3	1.0
> COc1ccc(NC(=O)c2sccc2C)c([N+](=O)[O-])c1
→ 38.2	-1.8	-0.2	-3.0	-4.5	1.5	-4.9	2.9	-2.3
> COc1ccc(NC(=O)C2CCN(S(=O)(=O)c3cccc4cccnc34)CC2)cc1
→ 23.1	-0.2	0.4	0.8	-18.8	-9.3	-11.9	-28.0	-3.3
> S=C(NCCc1ccccn1)Nc1ccc(Cl)cc1Cl
→ -15.3	-0.2	-0.4	-2.0	-14.5	-1.6	2.0	-45.4	-2.4
> O=C(NC1CCCCC1)NC12CC3CC(CC(C3)C1)C2
→ 44.6	-1.0	-0.2	2.7	-5.4	-7.2	-15.9	-0.9	1.9
> CCCc1cc(=O)n2c([nH]c3ccccc32)c1C#N
→ -20.1	-0.1	0.4	0.6	-1.9	-3.6	10.1	-66.0&-21.5	7.8
> CCOC(=O)C1C(c2ccccc2)C(C(=O)OCC)S(=O)(=O)C(CCN(CC)CC)S1(=O)=O (configuration not stated)
→ 25.5	0.5	0.8	0.5	-12.6	-8.1	-11.0	9.8	0.8
> CCCc1nc2ccccc2n1CC(O)COc1ccc(NC(C)=O)cc1 (configuration not stated)
→ -5.8	0.9	0.5	0.3	2.6	-12.1	0.3	-18.1&11.6	-4.5
> CN(C(=O)c1cccc(C#N)c1)c1nnc(C2CCCO2)s1 (configuration not stated)
→ 3.0	0.4	0.5	2.9	14.1	-11.6	-7.2	13.3	5.5
> CCN1C=C(Cc2ccc(F)cc2)C2=C(C1)C(c1ccc(F)cc1)C(C#N)=C(N)O2 (configuration not stated)
→ 46.0	-0.7	0.0	1.8	21.4	8.9	-4.2	7.5	2.5
> CCc1cc(=O)[nH]c(SCc2ccc(C)cc2)n1
→ 15.6	-1.8	-0.1	0.1	-17.7	-17.3	-3.3	43.1	8.6
> O=C(O)CCn1nnc2ccccc21
→ 1.2	1.0	0.3	1.1	14.3	2.0	-6.3	32.8	.
> Cc1noc(C)c1C1(O)CCCCCCCCCCC1
→ 32.1	0.1	0.8	0.1	-4.5	-3.7	-6.2	40.1	1.4
> COc1ccc(NC(=O)C(Cc2ccccc2)n2cccc2)cc1 (configuration not stated)
→ 2.6	-0.8	0.8	0.5	13.0	-14.1	-7.9	-5.2	.
